# Screening data deposited in PubChem BioAssay by National Center for Advancing Translational Sciences (NCATS).
# Tb PFK block = T. brucei PFK enzyme inhibition; O15648; 330,000 tested, 0.17% active; AID 485367; T. brucei PFK, ADP-Glo luminescence; Potency, µM (top dose mostly 57.5 µM), for the others: at the top dose activity, negative = inhibition, hits mostly inhibitors;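 further: potency means the concentration at half of the fitted maximal effect; 0% = uninhibited 1x PFK enzyme wells and -100% = no-enzyme wells; nearly all actives have a fitted effect of over 60% in size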
# Target sequence (O15648 whole entry, looked up): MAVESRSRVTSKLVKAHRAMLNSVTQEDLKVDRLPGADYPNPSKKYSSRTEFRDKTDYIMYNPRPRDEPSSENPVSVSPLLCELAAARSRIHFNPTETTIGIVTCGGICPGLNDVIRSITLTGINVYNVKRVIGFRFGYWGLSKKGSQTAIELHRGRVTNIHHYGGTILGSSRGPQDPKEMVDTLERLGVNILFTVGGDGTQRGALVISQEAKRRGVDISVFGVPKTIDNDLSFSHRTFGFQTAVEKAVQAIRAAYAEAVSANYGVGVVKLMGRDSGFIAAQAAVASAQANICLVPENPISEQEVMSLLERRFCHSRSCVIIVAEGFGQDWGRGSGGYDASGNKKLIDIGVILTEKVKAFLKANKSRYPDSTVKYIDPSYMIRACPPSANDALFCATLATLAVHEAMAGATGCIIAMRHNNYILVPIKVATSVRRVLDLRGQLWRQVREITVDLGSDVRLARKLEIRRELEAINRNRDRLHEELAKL
#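 Luminescent ADP detection (ADP-Glo, two-step: ATP depletion then ADP-to-ATP conversion for luciferase) reported PFK activity after 45 min room-temperature reaction of 1.25 nM enzyme with 0.5 mM F6P and 0.1 mM ATP at pH 8.0.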
# ELG1 repair inh = ELG1-dependent DNA repair inhibition | Potency, µM (series often up to 46.1 µM), for the others: at the highest dose activity change, negative = inhibition, hits mostly inhibitors | 330,000 tested, 2.3% active | HEK293T ELG1-luciferase reporter, luminescence, 16 h; DNA damage induced by 5-fluorouridine | AID 504467; further: potency means the concentration at half of the fitted maximal effect; on the % scale 0 is the no-effect control and ±100 the full control effect; nearly all actives have a fitted effect of over 55% in size
#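 Luminescence from the luciferase reporter, measured 30 min after ONE-Glo reagent at room temperature, was the read-out. Beforehand, 2,000 cells per well were exposed for 16 hr at 37 °C to 5-fluorouridine together with compound or vehicle.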
# NPC1 promoter act = activates the NPC1 promoter. Huh7 NPC1 promoter luciferase reporter, 24 h. Potency, µM (doses to about 9.22 µM), for inactives: at the highest dose activation, most hits filed as activators. 320,000 tested, 2.4% active. AID 485313;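 further: potency means the concentration at half of the fitted maximal effect; % of control where 0% means no effect; nearly all actives have a fitted effect of over 60% in size; reporter is driven by a mutant NPC1 promoter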
#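 Luciferase expression driven by the NPC1 promoter was measured in stably transfected Huh7 cells after a 24 h compound incubation, using a luciferase reagent and a luminescence read.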
# RORg inh = inhibitors of mouse ROR gamma transcriptional activity; P51450; Drosophila S2 Gal4-RORgamma UAS-luciferase reporter, 20 h; Potency, µM (titrated, usually from 53.6 µM), for inactives: at the top dose activity change, negative = inhibition, usual class: inhibitors; 310,000 tested, 5.4% active; further: potency means the concentration at half of the fitted maximal effect; on the % scale 0 is the no-effect control and ±100 the full control effect; nearly all actives have a fitted effect of over 60% in size
# Target sequence (P51450 whole entry, looked up, the tested form may be a part): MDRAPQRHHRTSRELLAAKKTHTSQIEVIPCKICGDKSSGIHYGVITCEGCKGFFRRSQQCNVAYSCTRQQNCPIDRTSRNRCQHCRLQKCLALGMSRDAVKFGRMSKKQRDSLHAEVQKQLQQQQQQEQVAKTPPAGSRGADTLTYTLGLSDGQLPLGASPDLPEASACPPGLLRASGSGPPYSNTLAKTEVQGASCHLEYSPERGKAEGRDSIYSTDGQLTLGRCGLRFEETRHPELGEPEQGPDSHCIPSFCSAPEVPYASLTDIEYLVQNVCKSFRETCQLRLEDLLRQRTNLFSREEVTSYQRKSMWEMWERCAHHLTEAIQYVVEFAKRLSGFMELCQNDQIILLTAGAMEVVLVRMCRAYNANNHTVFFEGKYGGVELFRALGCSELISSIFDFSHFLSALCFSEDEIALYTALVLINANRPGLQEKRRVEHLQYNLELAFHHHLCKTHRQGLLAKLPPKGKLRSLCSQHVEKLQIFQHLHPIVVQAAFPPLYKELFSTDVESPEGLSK
#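 Luciferase reporter read in Schneider cells carrying Gal4-RORγ (mouse) and UAS-Photinus luciferase; cells given compound 1 h before 700 uM copper sulfate induction, then incubated 20 h at ambient temperature.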
# p53 reactivation = mutant p53 re-activation in reporter cells | H1299 p53-A138V BP100-luciferase reporter, luminescence, 24 h | Potency, µM (series often up to 92.2 µM), for inactives: top-dose activity change, positive = activation, actives largely listed as activators | 320,000 tested, 0.063% active; further: potency means the concentration at half of the fitted maximal effect; % of control where 0% means no effect; nearly all actives have a fitted effect of over 45% in size
#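 H1299 (p53-null), stable ts p53-A138V + BP100-Luc; 1000 cells/well, Opti-MEM/10% FBS; cpd 4 pt, 1:5; 24 h, 37 deg C, 5% CO2; detection reagent 10 min RT; luminescence.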
# Gal4-VP16 FLuc = Gal4-VP16 reporter inhibition counter-screen | Drosophila S2 Gal4-VP16 UAS-luciferase, luminescence, 20 h | Potency, µM (highest dose often 53.6 µM), for the others: top-dose activity, negative = inhibition, usual class: inhibitors | 310,000 tested, 3.5% active | AID 2546;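 further: Gal4-VP16 expression switched on by copper sulfate through the metallothionein promoter; potency means the concentration at half of the fitted maximal effect; on the % scale 0 is the no-effect control and ±100 the full control effect; nearly all actives have a fitted effect of over 50% in size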
# TRPV1 ag = activates the human vanilloid receptor TRPV1 | activation, % at 8.33 µM | 320,000 tested, 0.19% active | TRPV1-expressing cells, Fluo-8 calcium influx, agonist mode | Q8NER1 | AID 540275; in the data active means activation above about 80%; inconclusive means between about 30% and that limit; further: 0% is about no effect
#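 Fluo-8 calcium influx in TRPV1-expressing cells, kinetic read (ex 480/em 520 nm). Compound added and read 3 min for agonist activity, followed by capsaicin at EC20 final and 2 min further read for enhancement.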
# Rab9 prom act = activators of Rab9 promoter. Huh7 Rab9 promoter-luciferase reporter, luminescence, 24 h. Potency, µM (doses to about 9.22 µM), for the others: top-dose activation, negative = inhibition, hits mostly activators. 320,000 tested, 2.8% active; further: potency means the concentration at half of the fitted maximal effect; % of control where 0% means no effect; nearly all actives have a fitted effect of over 60% in size
#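 Stable Rab9-luc Huh7, 1500 cells/well, 2 h settle; cmpd in DMSO, 24 h, 37 °C/5% CO2; luciferase reagent 10 min RT; luminescence.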
# ELG1 genotox = genotoxicity induction in ELG1-luciferase HEK293T cells; HEK293T ELG1-luciferase reporter, luminescence, 16 h; Potency, µM (top dose mostly 46 µM), without a hit: top-dose activity change, positive = activation, hits mostly activators; 330,000 tested, 1.3% active; AID 504466; further: potency means the concentration at half of the fitted maximal effect; % of control where 0% means no effect; nearly all actives have a fitted effect of over 60% in size
#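 HEK293T cells expressing luciferase-tagged ELG1 were treated with compound or DMSO for 16 hr at 37°C. Luciferase activity was then read after 30 min with ONE-Glo at room temperature; rising signal flags genetic stress.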
# FLuc modulator = inhibits or activates purified firefly luciferase, miR-21 counter-screen; 360,000 tested, 6.9% active; purified FLuc, Km substrates, luminescence inhibition; Potency, µM (top dose mostly 57.5 µM), inactives show at the top dose activity change, negative = inhibition, usual class: inhibitors; P08659; AID 588342;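 further: potency means the concentration at half of the fitted maximal effect; plate controls were vehicle for no effect and reference inhibitor for full effect; nearly all actives have a fitted effect of over 55% in size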
#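 Purified P. pyralis luciferase (10nM final) with 10uM D-luciferin and 10uM ATP (Km levels) in 50mM Tris acetate pH 7.5, 10mM Mg acetate, 0.01% Tween-20, 0.05% BSA; qHTS 6-point titration, ~60 µM downward; luminescence read.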
# BRCA1 expr act = BRCA1 expression activation. MCF7-BRCA1-FFLuc reporter, luminescence, 48 h; response scale: scaled: vehicle 0%, 10 µM genistein 100%. 380,000 tested, 1.1% active. Potency, µM (titrated, usually from 46.1 µM), inactives show at the top dose activation, hits mostly activators; further: potency means the concentration at half of the fitted maximal effect; nearly all actives have a fitted effect of over 80% in size; some results filed as inactive show a strong effect at the top dose
#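 48 h compound treatment of MCF7-BRCA1-FFLuc cells (phenol-red free MEM, 37 °C), then 15 min with luciferase substrate and luminescence imaging.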
# The depositor's hits bear a star; u = inconclusive; x = no result given; [ ] = another dose, or the depositor's remark. Unless noted, the call rests on the fitted dose curve; in most records, active means well fitted curve in the direction sought with a large enough effect; inconclusive means small, poorly fitted or top-dose-only effect, or another doubt; inactive means no such curve, though single readings can be large; an effect the other way counts as inactive or inconclusive. An unsorted share of the library. Share with any hit: about 15%.
SMILES,Tb PFK block,ELG1 repair inh,NPC1 promoter act,RORg inh,p53 reactivation,Gal4-VP16 FLuc,TRPV1 ag,Rab9 prom act,ELG1 genotox,FLuc modulator,BRCA1 expr act
CCn1cc([N+](=O)[O-])c(C(=O)Nc2nc3ccc(OC)cc3s2)n1,3%,u,0.4µM*,-5%,25%,5%[10 µM],4,0.32µM*,7%,24µM*,u
NC(=O)c1cc(NC(=O)COC(=O)CCCN2C(=O)c3cccc4cccc(c34)C2=O)cc(C(N)=O)c1,6%,-17%,x,x,-2%,x,x,x,6%,x,-6%
O=C(CNCc1ccccc1Cl)Nc1ccc(C(=O)N2CCCCC2)cc1,-25%,-28%,-4%,-22%,-4%,2%,4,-9%,0%,1%,-6%
NC(=S)Nn1c(-c2ccccc2)nc2ccccc2c1=O,1%,12%,-1%,-19%,7%,-10%,-2,3%,1%,0%,-15%
CCN(Cc1ccccc1)C(=O)CSc1n[nH]c(N)n1,-2%,0%,2%,2%,-1%,2%,-1,-3%,2%,1%,-2%
CC(C)c1nnc(SCC(=O)N2CCc3ccccc32)n1N,-6%,5%,-2%,-14%,1%,0%,2,2%,0%,-8%,4%
CCCCCCCCCCCC(=O)NC(C(=O)O)C(O)c1ccccc1 (configuration not stated),-18%,u,2%,-8%,-4%,3%,-7,-6%,1%,u,-6%
Cc1cnc(-c2nnc(N(C)C(=O)c3ccccn3)s2)cn1,-1%,u,13%,13%[10 µM],12%,1%,-2,22%,9%,u,x
COc1cc(-c2nc(CN(C)Cc3nnc(C)o3)c(C)o2)ccc1F,1%,22%,-2%,-9%,-1%,-7%,2,19%,6%,3%,-12%
COc1ccc(Cc2nc3ccc(S(N)(=O)=O)cc3[nH]2)cc1OC,-1%,12%,2%,22%,-2%,1%,1,-1%,-3%,-2%,21%
CCOC(=O)Cc1nn(Cc2nc(-c3ccc(C#N)cc3)cs2)c(=O)c2ccccc12,0%,10µM*,-4%,21%,-6%,6%,x,-12%,-12%,1%,-76%
CCCCCN1CN(S(=O)(=O)c2cccs2)c2nc3ccccc3nc21,2%,0%,5%,26%,4%,4%,16,-2%,10%,2%,0%
CC(=O)c1cccc(NC(=O)c2ccc(N(C)S(=O)(=O)c3ccc(C)cc3)cc2)c1,1%,16µM*,1%,30%,2%,-12%,u,4%,-17%,-3%,-67%
COc1ccc(/C=N/NC(=O)c2cccc(Br)c2)cc1COc1ccccn1,-7%,u,0%,15%,-8%,-15%,-3,-3%,-5%,-5%,-10%
Cc1ccc(C)c(S(=O)(=O)NCCN2CCOCC2)c1,4%,4%,-6%,12%,-3%,-4%,-1,-3%,0%,0%,-7%
O=S(=O)(NCc1c(Cl)cccc1Oc1ccccc1)c1ccccc1,8%,u,-1%,2%,5%,-1%,x,2%,-4%,2%,-25%
NS(=O)(=O)c1cc(C(=O)N=Nc2c(O)[nH]c3ccccc23)ccc1Cl,7%,-3%,21%,-44%,0%,u,-1,18%,4%,6µM*,43%
O=C(CSCc1ccc(F)cc1)N1CCN(c2ccc(F)cc2)CC1,17%,-14%,-3%,u,14%,8%,u,-3%,0%,0%,-1%
N#CCCn1cc(C(N)=O)c(-c2ccc3ccccc3c2)n1,2%,9%,-7%,-11%,-10%,6%,-1,5%,-2%,2%,-4%
OC(COc1ccc(-c2ccccc2)cc1)CN1CCOCC1 (configuration not stated),0%,27%,4%,12%,-4%,-10%,5,15%,10%,-19%,x
Cc1ccc(NC(=O)NC2CC(=O)N(c3ccc4c(c3)OCCO4)C2)cc1 (configuration not stated),-6%,1%,-4%,x,0%,x,18,-3%,0%,3%,-10%
COc1ccc(Cc2nnc(NC(=O)c3ccccc3F)s2)cc1OC,-1%,-4%,-4%,u,-68%[inhibitor],3%,0,0%,3%,0%,-1%
O=C(Cc1cccc2ccccc12)Nc1ccc(O)cc1C(=O)O,3%,5%,2%,x,x,x,-1,1%,2%,-7%,-3%
COc1cc(C(=O)OCc2cc(=O)c(O)co2)ccc1OC(F)F,3%,-4%,0%,-19%,-4%,-19%,2,-1%,15%,-1%,-15%
COc1ccc(CN2CCNC(=O)C2CC(=O)N(C)Cc2nccn2C)cc1OC (configuration not stated),0%,10%,-1%,-11%,-1%,-3%,0,9%,1%,-1%,6%

# A portion from further up, for reference:
SMILES,Tb PFK block,ELG1 repair inh,NPC1 promoter act,RORg inh,p53 reactivation,Gal4-VP16 FLuc,TRPV1 ag,Rab9 prom act,ELG1 genotox,FLuc modulator,BRCA1 expr act
CCn1cc([N+](=O)[O-])c(C(=O)Nc2nc3ccc(OC)cc3s2)n1,3%,u,0.4µM*,-5%,25%,5%[10 µM],4,0.32µM*,7%,24µM*,u
NC(=O)c1cc(NC(=O)COC(=O)CCCN2C(=O)c3cccc4cccc(c34)C2=O)cc(C(N)=O)c1,6%,-17%,x,x,-2%,x,x,x,6%,x,-6%
O=C(CNCc1ccccc1Cl)Nc1ccc(C(=O)N2CCCCC2)cc1,-25%,-28%,-4%,-22%,-4%,2%,4,-9%,0%,1%,-6%
NC(=S)Nn1c(-c2ccccc2)nc2ccccc2c1=O,1%,12%,-1%,-19%,7%,-10%,-2,3%,1%,0%,-15%
CCN(Cc1ccccc1)C(=O)CSc1n[nH]c(N)n1,-2%,0%,2%,2%,-1%,2%,-1,-3%,2%,1%,-2%
CC(C)c1nnc(SCC(=O)N2CCc3ccccc32)n1N,-6%,5%,-2%,-14%,1%,0%,2,2%,0%,-8%,4%
CCCCCCCCCCCC(=O)NC(C(=O)O)C(O)c1ccccc1 (configuration not stated),-18%,u,2%,-8%,-4%,3%,-7,-6%,1%,u,-6%
Cc1cnc(-c2nnc(N(C)C(=O)c3ccccn3)s2)cn1,-1%,u,13%,13%[10 µM],12%,1%,-2,22%,9%,u,x
COc1cc(-c2nc(CN(C)Cc3nnc(C)o3)c(C)o2)ccc1F,1%,22%,-2%,-9%,-1%,-7%,2,19%,6%,3%,-12%

# Following part.
SMILES,Tb PFK block,ELG1 repair inh,NPC1 promoter act,RORg inh,p53 reactivation,Gal4-VP16 FLuc,TRPV1 ag,Rab9 prom act,ELG1 genotox,FLuc modulator,BRCA1 expr act
O=C(CSc1ccc2nnc(CCNS(=O)(=O)c3ccccc3)n2n1)Nc1nc2ccccc2s1,2%,0%,1%,u,-6%,-3%,-1,1%,2%,4%,-52%
Cc1cc(NS(=O)(=O)c2ccc(NC(=O)COc3cc(C)c(Cl)c(C)c3)cc2)no1,0%,3%,-5%,x,-7%,x,1,0%,4%,-3%,-2%
Cc1csc(=O)n1CCC(=O)OCC(=O)Nc1ccc(Cl)cn1,-17%,2%,-2%,x,-2%,x,-2,2%,1%,6%,-20%
N#Cc1ccc(C(=O)Nc2nnc(-c3ccco3)o2)cc1,-2%,16µM*,2%,1µM*,14%,3.2µM*,-3,8%,-1%,u,-19%
CNC(=O)c1c(C)nn(-c2ccc(F)c(Cl)c2)c1-c1cc(C)on1,-3%,-11%,3%,-2%,-2%,-6%,4,-8%,-2%,1%,-9%
COc1ccc(NC(=O)C(=O)NCC(=O)Nc2cccc(C(F)(F)F)c2)cc1,-2%,0%,0%,2%,6%,0%,1,3%,8%,-3%,0%
COc1ccc(-c2c(C#Cc3ccc(N(C)C)cc3)c3ccccc3n2C)cc1,0%,u,x,x,u,x,x,x,8%,x,0%
CCC1CN(C(=O)N2CCC(C(=O)NCc3ccccc3OC)CC2)c2cc(C)ccc2O1 (configuration not stated),-8%,u,-5%,u,-5%,-8%,1,-7%,-10%,0%,-25%
N#CC1=C(Nc2ccccc2Cl)SC(c2ccccc2O)NC1=O (configuration not stated),u,u,-6%,13µM*,9%,u,-7,1%[1.84 µM],3%,u,-9%
